Screens as filed in PubChem.
NR1D1 modulator: Rev-erb alpha (human) modulation. AID 1259318. P20393. hit rate 0.79% among 370,000. Rev-erbα–FITC-DNA binding, fluorescence polarization, 90 min. activity, % at 10 µM;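 active means activity above about 14%, limit read from the data; passing the limit was not always enough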;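 further: 0% = DMSO wells with 35 nM protein and 100% = DMSO wells with 750 nM protein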
Target sequence (P20393 whole entry, looked up): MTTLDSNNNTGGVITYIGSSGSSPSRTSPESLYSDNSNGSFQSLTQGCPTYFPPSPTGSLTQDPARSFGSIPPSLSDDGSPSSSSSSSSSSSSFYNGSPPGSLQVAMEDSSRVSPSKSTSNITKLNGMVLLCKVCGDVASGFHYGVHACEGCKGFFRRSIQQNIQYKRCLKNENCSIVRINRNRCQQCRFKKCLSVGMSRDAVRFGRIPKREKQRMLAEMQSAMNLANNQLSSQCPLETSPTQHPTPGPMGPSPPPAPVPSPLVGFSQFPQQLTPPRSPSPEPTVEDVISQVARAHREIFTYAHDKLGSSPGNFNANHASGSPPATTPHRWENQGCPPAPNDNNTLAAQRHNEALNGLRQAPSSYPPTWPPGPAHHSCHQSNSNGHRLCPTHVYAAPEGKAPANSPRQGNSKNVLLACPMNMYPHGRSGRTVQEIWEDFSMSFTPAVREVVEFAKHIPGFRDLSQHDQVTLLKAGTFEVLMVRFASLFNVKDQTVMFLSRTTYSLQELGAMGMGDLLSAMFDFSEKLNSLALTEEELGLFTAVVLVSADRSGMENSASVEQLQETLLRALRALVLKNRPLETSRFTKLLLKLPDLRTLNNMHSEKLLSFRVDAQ
rCAG binder: molecules binding r(CAG) RNA repeats; r(CAG) RNA repeat, TO-PRO-1 dye displacement fluorescence; inhibition, % at 3 µM; hit rate 1.3% among 370,000; AID 651821;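 active means inhibition above the plate cutoff, the mean of all test compounds on that plate plus 3 SD, cut at about 35% in these data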;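 further: 0% = DMSO alone and 100% = 100 µM mitoxantrone as full dye displacement; higher means more dye released from RNA so lower well fluorescence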
HTRA1 inhibitor: blocks human HTRA1 serine peptidase; Q92743; recombinant HTRA1, FP-rhodamine activity-based probe, fluorescence polarization; inhibition, % at 5.96 µM; hit rate 0.5% among 340,000; AID 504803; in the data active means inhibition above about 36%;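 further: 0% = enzyme with DMSO and 100% = wells lacking enzyme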
PRMT1 inh: inhibitors of human PRMT1. Q99873. hit rate 1.3% among 370,000. inhibition, % at 2.79 µM. recombinant PRMT1, activity-based probe fluorescence polarization;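 active means inhibition above about 21% made by adding two undisclosed values, limit read from the data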
UHRF1 binding: blocks human UHRF1 binding to methylated DNA | Q96T88 | UHRF1 binding to methylated oligo, TR-FRET | inhibition, % at 4.4 µM | hit rate 0.75% among 370,000 | AID 687016; in the data active means inhibition above about 21%;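 further: UHRF1 SRA domain binding a hemimethylated CpG hairpin DNA probe; 0% = median of test compound wells and 100% = reference inhibitor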
MBD2 DNA inh: blocks human MBD2 binding to methylated DNA; hit rate 0.31% among 370,000; Q9UBB5; AID 686964; TR-FRET, MBD2 binding to methylated oligonucleotide; inhibition, % at 4.4 µM; in the data active means inhibition above about 13%
LEDGF integ inh: blocks HIV-1 LEDGF/p75-dependent DNA integration; TR-FRET IN-LEDGF/p75 DNA integration, Eu/Cy5; inhibition, % at 3.7 µM; hit rate 0.64% among 370,000; AID 743269;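 active means inhibition above the screen-wide mean plus 3 SD, cut at about 13% in these data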;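 further: signal is the Cy5 over europium emission ratio at 671 and 618 nm; 0% = plate median of compound wells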
PG9 binder: PG9 antibody binding by small molecule; hit rate 0.43% among 360,000; TR-FRET gp120-PG9 antibody binding; inhibition, % at 6.7 µM; AID 624416; in the data active means inhibition above about 8.5%
ABHD4 inh: inhibitors of mouse ABHD4; hit rate 0.54% among 370,000; inhibition, % at 8.92 µM; purified mABHD4, FP-Rh probe fluorescence polarization;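 active means inhibition exceeding the mean over every tested compound plus 3 SD, cut at about 30% in these data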;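 further: 0% = plate median of compound wells and 100% = S159A mutant with DMSO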
Target sequence (Q8VD66 whole entry, looked up): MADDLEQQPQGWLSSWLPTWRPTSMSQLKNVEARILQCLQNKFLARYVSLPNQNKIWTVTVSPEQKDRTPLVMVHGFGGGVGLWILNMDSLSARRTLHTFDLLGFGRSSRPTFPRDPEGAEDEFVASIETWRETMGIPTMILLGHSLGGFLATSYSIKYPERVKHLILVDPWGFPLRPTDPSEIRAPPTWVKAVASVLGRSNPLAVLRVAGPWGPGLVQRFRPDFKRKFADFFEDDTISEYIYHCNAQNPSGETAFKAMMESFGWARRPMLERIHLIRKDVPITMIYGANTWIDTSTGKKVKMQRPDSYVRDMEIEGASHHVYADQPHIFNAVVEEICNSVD
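Assay system: mouse ABHD4 enzyme, wild type / Also added: fluorescent activity-based probe FP-Rh / Doses: single nominal dose of 8.92 µM, 0.89% DMSO final / Timing: 45 min compound pre-incubation plus 60 min probe step, 25 °C / Signal: FP readout, ex 525 nm / em 598 nm / Control set: S159A mutant/DMSO as 100%, compound-well median as 0%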
TCR CD3 inh: inhibitors of human TCR-CD3 interaction. TAMRA-labeled TCR probe fluorescence, biochemical. inhibition, % at 9.4 µM. hit rate 0.37% among 360,000; in the data active means inhibition above about 19%;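 further: recombinant mutant TCR 2C K166C tagged with TAMRA read by polarization; 0% = receptor in buffer alone and 100% = receptor with positive control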
Active calls of the source: *; nt = not tested or not shown.

SMILES	NR1D1 modulator	rCAG binder	HTRA1 inhibitor	PRMT1 inh	UHRF1 binding	MBD2 DNA inh	LEDGF integ inh	PG9 binder	ABHD4 inh	TCR CD3 inh
CCOc1ccc2ccccc2c1CNCCN1CCOCC1	-2.5	0.2	-4.4	4.9	-1.0	-0.2	-6.1	-1.0	1.4	-4.2
Cc1ccc2nc(SCC(=O)Nc3ccc4c(c3)OCCO4)nc(=O)n2c1	-1.4	1.4	3.5	1.6	-0.3	-0.5	2.5	-2.9	6.8	-0.8
NC(=O)CC(NC(=O)c1ccccc1)c1ccc(NC2CCN(Cc3ccccc3)CC2)c([N+](=O)[O-])c1 (stereo not given)	-3.6	-1.0	-8.3	-3.9	-7.0	-6.0	0.5	0.1	0.6	8.3
CCOC(=O)N1CCN(Cc2cn[nH]c2-c2cccc3ccccc23)CC1	-2.0	-6.2	-10.6	0.7	3.1	1.0	-3.5	-1.2	1.9	-1.4
Oc1ccccc1Nc1ccccn1	2.6	-1.2	3.2	-2.4	-1.0	1.2	1.1	-4.2	6.3	9.3
COc1ccc(C(=O)O)cc1S(=O)(=O)NCc1ccccn1	0.8	0.0	2.8	0.0	2.5	-0.7	4.8	-0.6	1.1	-0.2
Cc1cc2ncn(/N=C/c3ccc([N+](=O)[O-])s3)c2cc1C	-3.9	9.2	1.1	-2.4	-4.2	-5.5	0.9	-0.4	9.4	2.0
CCCCCC(=O)N1C[C@H](n2cc(-c3ccc(F)cc3)nn2)[C@@H](O)C[C@@H]1c1ccc(OC)cc1	0.6	3.0	-21.2	-7.0	-0.9	-6.1	1.7	0.2	-13.2	7.0
CN(c1ccccc1C(=O)NCc1ccccc1Cl)S(=O)(=O)c1ccccc1	4.4	-5.2	4.0	-1.7	-0.8	-4.0	-0.9	-0.7	0.9	-0.8
CCc1ccc(/C=C2\Oc3c(ccc(O)c3CN3CCN(C)CC3)C2=O)cc1	0.5	-9.1	2.5	1.5	-7.0	-7.7	2.8	-1.1	0.4	-4.0
C=CCn1c(SCC(=O)NCc2ccc3c(c2)OCO3)nnc1C1COc2ccccc2O1 (stereo not given)	7.2	-1.7	0.2	0.9	3.7	-1.2	2.3	0.6	-2.5	-2.5
Cc1cc(-c2ccc(C)c(S(=O)(=O)N3CCN(c4ccc(F)cc4)CC3)c2)on1	-0.6	0.7	-0.9	-0.1	-1.7	5.1	-0.7	0.4	-6.2	0.3
CCOC(=O)c1ccc(NC(=S)Nc2ccc3[nH]c(=O)[nH]c3c2)cc1	-9.9	2.8	-1.6	10.6	4.0	1.0	-3.7	0.2	-1.9	-3.6
CN1C(=O)N(C)C2(c3ccccc3)N(C)C(=O)NC12c1ccccc1 (stereo not given)	6.0	-3.0	8.5	-1.8	0.5	0.6	0.9	-0.3	-1.3	2.2
CS(=O)(=O)Nc1ccccc1C(=O)Nc1ccc2c(c1)OCCO2	3.3	7.6	-0.7	0.7	2.0	1.2	-0.7	1.1	-3.9	-3.1
CCOc1ccc(NC(=S)NCCCc2ccccc2)cc1	-4.1	-4.7	-9.7	0.1	8.0	1.6	-2.3	-1.2	-2.7	2.9
CCC1C(=O)NCCN1C(=O)c1ccc(OC)c(OC2CCN(C(C)=O)CC2)c1 (stereo not given)	-2.0	-4.2	2.0	0.6	1.5	1.0	-5.4	-0.2	0.4	-3.3
CSCC(O)Cn1ncc2ccccc2c1=O (stereo not given)	6.5	-0.1	5.1	-5.2	11.4	-7.5	6.3	-0.7	-6.6	-0.7
O=C(OCC(=O)N1CCc2ccccc21)C1=COCCO1	-1.8	1.0	-9.2	5.2	-2.1	-4.5	-4.4	0.2	-3.2	-1.5
COc1ccc(OCCCC(=O)NCCc2nc3ccccc3[nH]2)cc1	-6.3	-1.5	-5.2	4.1	3.3	4.1	-4.3	-1.3	-11.3	-4.8
CCOc1ccc(CCNC(=O)CCc2nnc3ccc(N4CCOCC4)nn23)cc1OCC	-0.1	-7.7	-3.2	1.4	-0.6	-2.1	-1.7	-2.8	-0.4	4.4
Nc1nnnn1CC(=O)N/N=C/c1cc([N+](=O)[O-])ccc1O	-3.3	2.9	-4.2	-2.9	0.2	-0.7	-3.7	-2.4	-3.4	2.6
Cc1n[nH]c(=O)nc1NC(C)c1ccccc1 (stereo not given)	-8.8	1.1	-2.3	-1.6	-2.6	-5.7	3.3	-4.3	-3.2	0.2
CCOC(=O)N1CCN(C(=O)c2ccc3c(c2)N(Cc2ccccc2)CCS3)CC1	-6.4	0.6	-4.7	4.5	-0.5	-1.9	-0.3	0.1	8.4	-1.7
O=C(Cn1cnc2ccccc2c1=O)NC1CCS(=O)(=O)C1 (stereo not given)	-2.4	-0.8	-1.9	-1.1	0.4	2.4	-2.8	-2.4	-4.9	-2.8
O=C(Nc1ccccc1)C1C2CCC3C(CCC21)C3(Cl)Cl (stereo not given)	2.0	5.3	-12.9	0.3	5.2	-4.0	-0.1	1.7	-23.1	-3.8
COc1ccc(CCNC(=O)C2CCN(S(=O)(=O)N3CCCCCC3)CC2)cc1OC	-4.2	-4.5	3.1	0.2	0.8	1.5	-0.3	-1.4	-3.9	4.8
O=C(CSc1nnc(-c2cccc(Br)c2)o1)N1CCNC1=O	6.1	4.0	5.9	-0.2	-1.4	0.0	0.2	-1.3	-1.6	0.8
COc1ccc(NC(=O)C2CCN(S(=O)(=O)c3c(C)noc3C)CC2)cc1Cl	1.1	4.0	-2.0	0.6	5.5	7.2	2.5	2.8	-2.4	-8.7
CCOc1ccc(Nc2nc3cc(S(=O)(=O)CC)ccc3o2)cc1	1.7	8.0	-0.4	1.8	-2.7	1.2	-0.2	-0.1	3.0	-8.7
O=C(Nc1cc(Cl)ccc1-n1cncn1)c1cccs1	5.3	-1.6	-4.2	11.5	3.2	-3.4	-0.8	-1.2	-8.7	-3.4
O=C(CSc1ccc(-c2ccc(Br)cc2)nn1)N1CCOCC1	0.1	-1.5	3.8	-4.3	-3.9	-4.3	0.5	-0.2	1.8	5.4
O=C1NCCCc2nonc21	-1.3	-3.0	2.7	0.2	-2.2	2.2	0.3	-0.8	10.6	-1.0
N=C1/C(=C\c2coc3ccccc3c2=O)C(=O)N=C2SC(c3ccncc3)=NN12	-8.4	-42.4	-60.9	-2.3	-6.0	-3.7	25.4*	-0.5	-8.4	-1.9
CCOc1ccccc1NC(C)C(=O)NC(=O)NC1CCCCC1 (stereo not given)	2.1	-0.7	-7.2	-2.9	-2.7	-1.3	-4.3	0.6	-0.6	-4.2
CC(C)c1nnc(SCC(=O)N2CCOCC2)n1C	-0.7	-0.9	-1.1	-2.8	-1.3	-4.4	-2.3	0.1	0.9	5.1
NC(=O)CC[C@H](NC(=O)OCc1ccccc1)C(=O)OCc1ccc(Cl)cc1	-2.5	-4.3	-1.2	1.9	-2.0	1.4	1.6	-0.5	-0.9	11.6
Cc1c(Br)c([N+](=O)[O-])nn1CC(=O)NCC1CCCO1 (stereo not given)	0.7	-1.4	-4.1	-1.7	-0.8	0.2	1.1	0.0	-1.3	5.3
C#CCN1CC(COCCCC)Oc2cccc(Oc3ccc(C(C)(C)C)c(C)c3)c2S1(=O)=O (stereo not given)	-3.9	3.1	nt	-5.3	-1.5	1.3	3.4	0.0	-3.7	1.6
Nc1nnc(SCC(=O)NNC(=O)c2ccccc2)s1	1.5	0.1	3.2	-0.1	-1.3	0.7	-0.6	0.6	-0.1	13.3
Cc1nc(C)c(C(=O)OCC(=O)Nc2ccccc2)s1	-4.2	2.1	-7.2	-2.8	-1.9	0.4	-0.3	-0.8	-1.0	-0.4
COC(=O)[C@@H](NC(=O)NCc1cccs1)C(C)C	8.6	-0.1	2.6	1.0	-1.4	0.3	-0.5	-0.7	2.0	2.6
O=C(NC(c1ccc(Cl)cc1)c1cccnc1)C1CCN(CCOc2ccc(Cl)cc2Cl)CC1 (stereo not given)	4.5	5.5	nt	-3.7	-0.5	-0.9	1.8	0.2	11.2	6.8
NC(=O)c1cc(S(=O)(=O)Nc2cccc(Cl)c2)cs1	-0.7	1.1	-2.9	-3.1	1.1	1.1	1.9	-2.0	-8.6	2.1
COc1cccc(OC)c1C(=O)NC(=S)N1CCN(c2ccc(C(F)(F)F)cc2[N+](=O)[O-])CC1	0.1	1.0	-22.3	2.2	5.0	0.3	0.2	0.5	-28.9	5.6

An excerpt of these results, as labelled records.
> NC(=O)c1cc(S(=O)(=O)Nc2cccc(Cl)c2)cs1
  NR1D1 modulator: -0.7	rCAG binder: 1.1	HTRA1 inhibitor: -2.9	PRMT1 inh: -3.1	UHRF1 binding: 1.1	MBD2 DNA inh: 1.1	LEDGF integ inh: 1.9	PG9 binder: -2.0	ABHD4 inh: -8.6	TCR CD3 inh: 2.1
> COC(=O)[C@@H](NC(=O)NCc1cccs1)C(C)C
  NR1D1 modulator: 8.6	rCAG binder: -0.1	HTRA1 inhibitor: 2.6	PRMT1 inh: 1.0	UHRF1 binding: -1.4	MBD2 DNA inh: 0.3	LEDGF integ inh: -0.5	PG9 binder: -0.7	ABHD4 inh: 2.0	TCR CD3 inh: 2.6

Additional compounds follow.
SMILES	NR1D1 modulator	rCAG binder	HTRA1 inhibitor	PRMT1 inh	UHRF1 binding	MBD2 DNA inh	LEDGF integ inh	PG9 binder	ABHD4 inh	TCR CD3 inh
CCc1cc2c(=O)n(Cc3ccco3)c(SCC(=O)NCC3CCCO3)nc2s1 (stereo not given)	4.9	-5.4	1.2	2.8	-3.5	-3.4	-1.1	-2.4	0.3	-0.1
NC(=O)[C@H]1CC2(CC(c3cccc(NC(=O)COc4ccc(Cl)cc4)c3)=NO2)CN1C(=O)[C@H]1CCC(=O)N1 (stereo not given in full)	-0.7	-1.1	5.9	0.9	-0.1	-5.8	-3.8	-0.5	6.1	5.2
CC1=C(C(=O)OCCOc2ccccc2)C(c2coc3ccccc3c2=O)C2=C(CCCC2=O)N1 (stereo not given)	-3.2	-1.2	-1.0	4.7	0.7	-3.8	-0.1	1.7	2.0	-1.1
COC(=O)C(NC(=O)CNS(=O)(=O)c1ccc(Br)cc1)c1ccccc1 (stereo not given)	0.8	-1.7	-6.9	-1.3	2.2	0.1	-2.4	-2.7	-1.0	3.5
COc1ccc(CC(=O)Nc2nnc(SCC(=O)NCc3ccco3)s2)cc1OC	-2.4	3.2	2.8	0.3	-0.3	2.3	-2.2	1.6	-1.1	1.1
C=CCN1C(=O)[C@@H](CC(=O)NCc2ccc(C)o2)[C@]2(C(=O)OC)CCCCC=C12	-2.8	2.5	nt	-5.4	-3.1	2.2	4.7	nt	-2.9	nt
CCCCOC(=O)C1=C(C)Nc2ncnn2C1c1cccc(OC)c1 (stereo not given)	3.4	-6.9	-9.5	-1.4	-1.1	-0.8	2.1	0.8	2.9	2.7
O=C(NC(=S)Nc1sc2c(c1C(=O)O)CCCC2)c1ccccc1	3.6	72.0*	-18.1	1.0	0.5	3.6	1.1	-2.6	17.5	7.4
CCOC(=O)c1cc2cc(C)ccc2[nH]1	-5.6	0.9	-8.8	-0.2	3.2	-2.6	0.1	-0.9	-1.3	5.8
CCCCn1nnnc1C(c1ccccc1)N1CCN(c2ncccn2)CC1 (stereo not given)	3.5	-2.0	nt	-0.5	-2.1	-2.5	-2.4	0.9	-3.7	-3.6
O=C(CCl)N=c1sccn1Cc1ccccc1Cl	-5.2	0.4	4.9	-1.4	1.7	2.2	0.7	-1.9	-1.9	5.4
Cc1ccccc1NC(=O)CNC(=O)Cc1cccc2ccccc12	3.8	7.6	-19.8	1.1	-2.6	-2.6	0.8	0.1	5.2	-7.0
Cn1cccc1C(=O)OCC(=O)Nc1ccc2c(c1)OCCO2	3.3	3.9	8.9	2.3	0.7	5.9	-2.1	-1.0	1.6	-7.7

A portion of the library; rates above refer to the full screens.
